# Screening results from PubChem BioAssay.
# Vif inh: blocks HIV Vif function | HEK293T cells, Vif self-association by quenched fluorescence, imaging, 24 h | inhibition, % at 7.49 µM | 340,000 tested, 0.35% active; in the data active = inhibition above about 50%, passing the limit was not always enough; inconclusive = no clear call, values can overlap the other calls; inactive = below about 31%; note: some results filed as inactive read as strong as hits
# TLR9-MyD88 block: blocks human TLR9 binding to MyD88; Q9NR96+Q99836; CHO BLA complementation TLR9-MyD88, CCF4 FRET ratio; inhibition, % at 4.98 µM; 340,000 tested, 0.21% active; AID 504734;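 active = inhibition above the mean over all tested compounds plus 3 SD, cut at about 21% in these data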;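 note: 0% = DMSO only wells and 100% = clavulanate BLA inhibitor control wells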
# NCOA2 inhibitor: human SRC2 (NCOA2) inhibition | Q15596 | HEK293 GAL4-SRC2 luciferase reporter, luminescence | inhibition, % at 9 µM | 370,000 tested, 0.17% active | AID 651957;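 active = inhibition above the mean inhibition of all tested compounds plus 3 SD, set per campaign, cut at about 52% in these data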;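 note: 0% = DMSO treated cells and 100% = cells given Gossypol at 36 µM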
# NOD2-RIPK2 inh: blocks binding of human NOD2 to RIPK2; 360,000 tested, 0.38% active; AID 624267; inhibition, % at 4.98 µM; CHO BLA complementation NOD2-RIPK2, CCF4 ratio; in the data active = inhibition above about 21%;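 note: 0% = vehicle only and 100% = reference blocker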
# NR2F2 inh: blocks human COUP-TFII nuclear receptor; P24468; HEK293T NGFI-A luciferase reporter, luminescence; AID 686940; inhibition, % at 8.6 µM; 370,000 tested, 0.7% active;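 active = inhibition above a per-plate cutoff, mean inhibition of test wells between control levels plus 3 SD, cut at about 38% in these data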;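 note: cells cotransfected with COUP-TFII expression vector driving the NGFI-A reporter; 0% = median of COUP-TF2 test wells and 100% = reporter-only cells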
# NCOA1 inh: inhibitors of human steroid receptor coactivator 1 (SRC1). inhibition, % at 3.6 µM. AID 588354. 360,000 tested, 0.12% active. HEK293 GAL4-SRC1 luciferase reporter, luminescence. Q15788;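 active = inhibition above the campaign mean plus 3 SD, with each screening campaign given its own cutoff, cut at about 60% in these data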;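 note: 0% = DMSO treated cells and 100% = gossypol at 36 µM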
# TROY signal inh: inhibitors of TROY-dependent NF-kB signaling. Q293 LMP1-TROYcd NF-kB luciferase reporter, 4 h. inhibition, % at 10 µM. 360,000 tested, 0.98% active;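 active = compounds whose plate-normalised and pattern-corrected inhibition of the luciferase reporter signal at the single screening dose is 50% or more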
# TRAIL sens C8: caspase-8 TRAIL sensitization; 360,000 tested, 1% active; inhibition (viability loss, TRAIL sensitization), % at 10 µM; NB7+C8 cells + TRAIL, ATPlite viability luminescence; AID 624354;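 active = compounds causing at least 50% loss of cell viability in the single-dose screen, relative to plate controls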
# EBV LMP1 NFkB: reduces LMP1-driven NF-kappaB luciferase signal | LMP1-induced NF-kappaB luciferase reporter cells, luminescence | inhibition, % at 12.5 µM | 350,000 tested, 0.69% active | AID 504558; in the data active = inhibition above about 41%; inconclusive = no clear call, values can overlap the other calls;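 note: 0% = neutral control wells and 100% = reference inhibitor control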
# SRC3 inh: inhibitors of human steroid receptor coactivator 3 (SRC3). Q9Y6Q9. HEK293 GAL4-SRC3 luciferase reporter, luminescence. inhibition, % at 3.6 µM. 360,000 tested, 0.17% active. AID 588352;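 active = inhibition above a per-campaign cutoff, the mean of all compounds plus 3 SD, cut at about 60% in these data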;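 note: 0% = DMSO-treated cells and 100% = gossypol-treated cells at 36 µM; higher means less SRC3-driven luciferase light from the GAL4 reporter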
# NR5A2 inv ag: NR5A2 inverse agonism in reporter assay | O00482 | HEK293T StAR-luciferase reporter, LRH-1 transfected, 24 h | inhibition, % at 3.6 µM | 360,000 tested, 0.13% active;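 active = inhibition above the mean inhibition of all tested compounds plus 3 SD, cut at about 73% in these data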;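 note: 0% = DMSO wells and 100% = reporter-only cells lacking LRH-1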
# The depositor's hits bear a star; ? = inconclusive; nt = not tested or not shown; & = joins results of further samples. A portion of the library, so the mix of outcomes need not match the whole.
structure,NR5A2 inv ag,NCOA2 inhibitor,TROY signal inh,NOD2-RIPK2 inh,EBV LMP1 NFkB,TLR9-MyD88 block,NCOA1 inh,TRAIL sens C8,Vif inh,SRC3 inh,NR2F2 inh
CCCCN(C(=O)COC(=O)c1ccc(C=O)cc1)c1c(N)n(CCC)c(=O)[nH]c1=O,-4,0,8,-5,2,13,-6,0,10,-15,20
Cc1ccc(C2=NS(=O)(=O)N(C)C(C(=O)NCc3ccc(F)cc3)=C2)cc1,-3,5,4,0,3,-3,10,-14,nt,4,-4
CN(CCc1ccccn1)C(=O)CCC1CCCN(C(=O)c2ccsc2)C1 (centres undefined),2,-1,16,4,2,-5,15,-7,20,16,7
COc1ccc2[nH]c(C(=O)Nc3ccc4c(c3)OCO4)cc2c1,-103,-30,-26,-9,nt,nt,-64,26,-7,-78,-17
Cc1cccc(-n2nnnc2SCc2csc(-c3ccccc3)n2)c1,-5,19,-31,-14,-2,4,-3,6,2,6,17
O=C(NCc1ccncc1)c1cccc(S(=O)(=O)Nc2ccc(SC(F)F)cc2)c1,-9,2,0,-6,0,-9,-6,5,?,11,-1
CNc1cc(-c2cccc(OC)c2F)nc2ccnn12,-39,-10,-2,-2,nt,nt,-10,-1,-3,11,-1
COc1cccc(N2CCN(C(=O)c3ccc(=O)oc3)CC2C)c1 (centres undefined),11,-13,10,-14,-12,-9,10,-9,-3,1,14
O=C(c1ccco1)N1CCN(C(=O)C2CC(=O)N(c3ccc(Cl)cc3)C2)CC1 (centres undefined),15,-34,-10,0,-7,-2,-33,-8,29,-2,13
O=C1Nc2ccc(Br)cc2C1(O)c1ccccc1 (centres undefined),-3,12,7,9,-4,-11,-9,3,nt,0,-14
O=C(NNS(=O)(=O)c1ccc([N+](=O)[O-])cc1)c1ccc2ccccc2c1O,-9,15,12,-7,1,2,-8,-1,-5,-4,-20
COc1ccccc1CNC(=O)COC(=O)Cn1cnc2c1c(=O)n(C)c(=O)n2C,1,-2,-13,10,-4,-8,7,-31,7,-3,-7
Cc1nonc1NC(=O)c1ccccc1Br,-1,-16,-11,6,-10,-2,-5,-1,nt,3,-24
Cc1ccc(S(=O)(=O)NCc2ccccc2)cc1C(=O)N1CCCC(C(F)(F)F)C1 (centres undefined),4,-3,12,-6,10,12,-6,0,-20,13,24
CC(=O)Nc1ccc(Nc2nc3ccccc3nc2NS(=O)(=O)c2ccc(Cl)c([N+](=O)[O-])c2)cc1,4,-2,11,4,-5,-9,-4,-10,-3,-19,1
CCn1c(=O)cc(SCC(=O)NCCC2=CCCCC2)c2ccccc21,-1,-22,-22,-5,-8,-2,1,1,-1,3,-7
CC(C)OP(=O)(OC(C)C)C1(NS(=O)(=O)c2ccc(Cl)cc2)C=C(Cl)C(=O)C(Cl)=C1,-5,-9,14,4,-7,18,7,-12,-8,7,-8
S=C1NNC2(CC3CC2C2CCCC32)NN1 (centres undefined),-9,20,-34,-4,-2,-1,7,0,-5,17,18
Cc1ccc(N2CC(C(=O)NCCC3=CCCCC3)CC2=O)cc1 (centres undefined),9,-2,-1,-7,8,7,2,4,-2,6,-2
COc1ccc(CC(=O)Nc2cccc(S(=O)(=O)N3CCCC3)c2)cc1OC,28,32,3,2,8,-4,15,-1,-4,32,62*
CC(=O)N1CCN(C(=O)C2(NC(=O)Nc3ccccc3Cl)CCCCC2)CC1,-13,20,-7,1,-6,-1,16,0,-17,0,9
Cc1ccc(C(=O)Nc2ccc(C)c(S(=O)(=O)N(C)C)c2)s1,-136,-26,-43,-11,-17,10,-99,62*,-5,-95,-62
Nc1nccnc1C(=O)OCC(=O)C12CC3CC(CC(C3)C1)C2,6,-16,7,2,6,-1,-12,-11,-4,16,-17
O=C(CNC(=O)OCc1ccccc1)NC1(C(=O)O)CCCC1,-16,-35,5,-13,1,-5,8,-16,11,-4,-18
OC(c1ccc(Cl)cc1)c1ncc(-c2ccc(Oc3ccccc3)cc2)[nH]1 (centres undefined),8,-13,26,-13,nt,nt,-80,-1,nt,11,8
O=C(CNC(=O)c1ccc(Cl)cc1)NCC(F)(F)F,-2,-15,-3,-2,3,0,-5,-9,4,12,-8
CN(C)c1ccc(C2CC(=O)NC3=C2C(=O)CC(C)(C)C3)cc1 (centres undefined),12,-12,5,-5,1,2,-13,-8,2,1,8
COc1ccccc1CN1CC(C(=O)NCc2cccc(C)n2)CCC1=O (centres undefined),0,-1,13,-12,-2,-4,0,-1,-4,-9,10
O=S(=O)(Nc1ncccn1)c1ccc(NC(=S)NCCc2ccccc2)cc1,-24,-2,-19,4,-5,2,-12,10,-14,8,-11
CCCCC[n+]1ccn(C2=C([O-])c3ccccc3C(=O)/C2=N\S(=O)(=O)c2ccc(Cl)cc2)c1,25,7,9,-5,-1,4,-1,46,-6,12,-5
O=C(O)C(=O)Nc1ncn[nH]1,8,11,1,1,0,6,0,-14,4,15,-6
COc1ccc(C#Cc2c(-c3ccccc3)n(C)c3ccccc23)cc1,-13,1,-3,-7,-14,1,-25,20,-5,-15,19
CCc1ccc(CN2CCC(n3nccc3NC(=O)C3CCCC3)CC2)cc1,2,-15,25,-14,-1,4,11,3,-4,-12,8
CCCn1c(C(C)Nc2nc(C)cs2)nc2cc(Cl)c(Cl)cc21 (centres undefined),-3,8,5,1,-6,-7,-3,10,-9,13,4
CC(CC(=O)Nc1cccc(Cl)c1)c1ccccc1 (centres undefined),-2,6,-19,4,7,-10,9,3,-3,17,14
CCOC(=O)N1CCC(Nc2c(NCCCOC)c(=O)c2=O)CC1,26,-30,14,-11,-13,-14,7,-3,nt,8,-21
O=S(=O)(c1ccccc1S(=O)(=O)N1CCCCC1)N1CCCCC1,15,nt,-6,5,3,-3,14,-1,0,18,nt
CC(=O)Nc1c2c(nn1-c1ccccc1C)CSC2,-3,9,-1,-3,-1,2,3,-8,3,-8,11
O=C(c1ccc(S(=O)(=O)Nc2ccccc2F)cc1)N1CCCC1,-10,-23,8,-4,2,-11,-7,-6,8,7,2
Cc1ccnc(NS(=O)(=O)c2ccc(NC(=O)c3snnc3C)cc2)n1,5,-16,-4,-12,-1,-9,3,-4,-4,-4,-4
CN(c1ccc(OCC(=O)Nc2cc(Cl)ccc2C(=O)O)cc1)S(=O)(=O)c1ccc(F)cc1,-2,29,27,-9,-12,4,-4,-5,2,-19,9
COc1cccc(CNC(=O)CN(c2ccc(C(C)C)cc2)S(=O)(=O)c2c(C)noc2C)c1,-5,-3,6,8,-21,-4,10,4,-3,11,-14
COc1ccccc1CN1CCNC(=O)C1CC(=O)N(C)Cc1cnccn1 (centres undefined),2,-21,-5,-4,0,3,-10,-20,7,2,6
CCC(C)NC(=O)Cn1cnc([N+](=O)[O-])c1 (centres undefined),12,-3,30,-2,-5,10,4,-8,-4,20,1
O=C(NC(=S)Nc1ccc(CN2CCOCC2)cc1)c1ccc([N+](=O)[O-])cc1Cl,13,-40,-3,-3,-31,-1,-8,3,0,15,1
CCC(c1nnc(SCc2nc3ccccc3s2)n1Cc1ccccc1)N(C)C (centres undefined),-45,-72,7,2,-28,-4,-53,6,nt,-58,0
CCOC(=O)C1=C(C)NC(=O)NC1c1cccs1 (centres undefined),-2,5,1,1,-7,9,-9,-13,4,-1,27
Cc1occc1C(=O)Nc1ccc2c(c1)CCC2,-141,-70,-28,-4,-17,0,-84,22,-4,-96,-47
COc1ccc(OC)c(CN(CCCN2CCOCC2)S(=O)(=O)c2ccc(NC(C)=O)cc2)c1,-4,-10,-23,-4,4,-11,5,-7,nt,-2,-12
O=C(CSc1ccc(-c2cccnc2)nn1)Nc1ccccc1C(F)(F)F,9,-14,5,-2,-8,6,-2,-7,-2,-4,-10

# More results
structure,NR5A2 inv ag,NCOA2 inhibitor,TROY signal inh,NOD2-RIPK2 inh,EBV LMP1 NFkB,TLR9-MyD88 block,NCOA1 inh,TRAIL sens C8,Vif inh,SRC3 inh,NR2F2 inh
COc1ccc(CCn2c(=N)c(C(=O)NCc3ccco3)cc3c(=O)n4ccccc4nc32)cc1OC,-11,6,-4,-6,0,-7,-23,-9,0,7,-7
COc1ccc(NC(=O)Cc2nnc(SCC(=O)Nc3nccs3)n2C)cc1,3,-63,-36,3,-3,0,-10,15,-1,9,4
Cc1ccc(N(C(=O)Cc2cccs2)C(C(=O)NCC2CCCO2)c2ccncc2)cc1 (centres undefined),-3,-48,-30,-2,2,4,-16,-3,10,12,7
COc1ccc(N2CC(C(=O)Nc3ccc(S(=O)(=O)N4CCCC4)cc3)CC2=O)cc1 (centres undefined),23,22,-13,0,2,-7,-5,-21,-3,17,11
Fc1cccc(Cl)c1-c1nnc2ccc(C(F)(F)F)cn12,3,12,-23,-6,7,3,-50,1,8,6,-27
COc1cccc(S(=O)(=O)NCC(=O)N2CCCC2)c1,-2,18,7,-11,-1,-2,-18,8,21,3,-16
O=C(Nc1ccccc1F)c1ccc(S(=O)(=O)NCC2CCCO2)cc1 (centres undefined),-1,15,-1,0,-1,5,-13,13,-7,5,-11
COc1ccc(CCN(C(=O)c2cccc(F)c2)C2CC(=O)N(c3ccc(OC)cc3)C2=O)cc1 (centres undefined),-11,-7,-7,8,-2,-12,-47,-16,-4,11,16
COC(=O)N1C(=O)[C@](c2ccc(Cl)cc2)(C(C)C)N1C(=O)OC,-2,8,6,-16,2,1,-16,19,51*,-3,-13
COc1ccc(CCn2c(=S)[nH]c3cc(C(=O)NCc4ccco4)ccc3c2=O)cc1OC,25,nt,16,-6,24,7,-18,29,1,-6,nt
COc1cc(C(=O)Nc2ccc(S(=O)(=O)Nc3nccc(C)n3)cc2)cc(OC)c1OC,-11,-12,-9,-5,0,-9,8,0,nt,-8,3
Cc1ccccc1S(=O)(=O)N1C[C@H]2CON(C)[C@H]2C[C@H]1c1cccc(N2CCOCC2)c1,-17,-18,-8,4,-15,1,-27,2,0,-14,1
Oc1c(C=C2N=c3ccccc3=N2)sc(=S)n1-c1ccc(F)cc1,6&5,-1&19,3&-72,-7&-6,5&-11,8&-4,-4&5,10&21,-10&-19,20&17,-8&-3
O=C(CCc1nc(-c2ccccc2)no1)NC1CCCCCC1,-11,-17,4,-2,1,1,8,2,11,-3,3
COc1ccc(CCN=CC2=C(O)CC(C)(C)CC2=O)cc1,2,-2,-39,-1,-2,3,-5,-5,-10,-3,3
CCOC(=O)c1ccc(NC(=O)CSc2nnc(C3CCCCC3)n2C)cc1,2,-4,-49,-11,-12,-1,-17,4,-15,-6,-2
Cc1cc(-c2n[nH]c(=S)n2/N=C/C=C/c2ccco2)n[nH]1,6,0,2,-2,8,-1,9,0,-4,5,11
Cc1ccc(CN(C(=O)COc2ccc(C)c(C)c2)C2CCS(=O)(=O)C2)o1 (centres undefined),-18,10,-3,5,3,6,-17,-15,-3,-6,-4
